MEKK2 mut-MEK5: signal of MEK5 binding to mutant human MEKK2 PB1 domain; percent response, % at 10 µM; AID 1530; actives 0.35% (n = 290,000); bead flow cytometry, Alexa488-MEK5 binding to MEKK2 mutant; in the data active = percent response above about 24%, passing the limit was not always enough; also: inactives centre near 1; some results filed as inactive read as strong as hits; reference of the scale not given here
PfM18AAP inh: PfM18AAP enzyme inhibition; recombinant PfM18AAP, H-Glu-NHMec fluorogenic cleavage; inhibition, % at 7.35 µM; actives 1.2% (n = 290,000); AID 1822;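 active = inhibition above the campaign mean inhibition over all tested compounds plus 3 SD, cut at about 28% in these data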;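 also: 0% = plate median of test compound wells and 100% = 2 mM ZnCl2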
GPR7 antag: antagonists of human GPR7 (neuropeptides B/W receptor 1). GPR7-expressing cells, fluorescence antagonist assay. actives 1.1% (n = 290,000). inhibition, % at 4.4 µM. P48145; in the data active = inhibition above about 16%, passing the limit was not always enough;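 also: cells stimulated with the agonist NPW; 0% = agonist with vehicle and 100% = vehicle without agonist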
Target sequence (P48145 whole entry, looked up): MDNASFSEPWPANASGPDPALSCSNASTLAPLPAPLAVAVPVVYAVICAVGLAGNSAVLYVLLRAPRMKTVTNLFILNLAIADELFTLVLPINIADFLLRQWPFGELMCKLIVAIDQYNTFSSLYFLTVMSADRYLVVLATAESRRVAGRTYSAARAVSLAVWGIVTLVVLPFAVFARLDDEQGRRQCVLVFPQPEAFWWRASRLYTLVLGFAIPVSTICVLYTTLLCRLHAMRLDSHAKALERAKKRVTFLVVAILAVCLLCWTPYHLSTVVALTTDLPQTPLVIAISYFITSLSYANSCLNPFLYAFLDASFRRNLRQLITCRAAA
PHOSPHO1 block: inhibitors of human PHOSPHO1 phosphatase; Q8TCT1; recombinant PHOSPHO1, absorbance phosphatase assay; inhibition, % at 13.3 µM; actives 1.1% (n = 290,000); in the data active = inhibition above about 60%
Target sequence (Q8TCT1 whole entry, looked up): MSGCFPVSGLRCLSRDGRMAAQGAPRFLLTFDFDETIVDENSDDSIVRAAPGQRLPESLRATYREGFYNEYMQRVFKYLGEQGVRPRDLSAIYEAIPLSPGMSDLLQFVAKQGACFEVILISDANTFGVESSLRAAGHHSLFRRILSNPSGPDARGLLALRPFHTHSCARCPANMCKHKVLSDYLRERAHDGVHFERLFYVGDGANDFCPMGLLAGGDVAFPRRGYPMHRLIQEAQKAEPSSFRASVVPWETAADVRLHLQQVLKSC
MEKK3 PB1 HTS: MEKK3-MEK5 PB1 interaction, increase or decrease; Q99759; bead-based flow cytometry, Alexa488-MEK5 binding to MEKK3; actives lie on both sides; 0 = blocked by unlabeled MEK5, 100 = vehicle; binding response (% of control), % at 10 µM; actives 1.4% (n = 290,000); AID 1529;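 active = binding response more than 3 SD above or below the average of its plate-row segment, actives on both sides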;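 also: Alexa488 bead fluorescence after subtracting the streptavidin-only scavenger bead signal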
FID counter: fluorescent intercalator displacement, NS3 helicase counter-screen; DNA fluorescent intercalator displacement, fluorescence; inhibition, % at 7.9 µM; actives 0.17% (n = 290,000); in the data active = inhibition above about 37%;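 also: 0% = vehicle and 100% = reference compound; higher means more ethidium bromide displaced from hairpin DNA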
OXTR ag: agonists of human oxytocin receptor; activation, % at 3 µM; AID 2435; actives 0.32% (n = 320,000); P30559; CHO-OTR cells, Fluo-8 calcium fluorescence; normalized: DMSO 0%, oxytocin 100%;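 active = activation above the mean of all tested compounds plus 3 SD, cutoff set per screening run, cut at about 20% in these data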;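 also: peak over basal fluorescence ratio from a 100 s FLIPR kinetic read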
Target sequence (P30559 whole entry, looked up): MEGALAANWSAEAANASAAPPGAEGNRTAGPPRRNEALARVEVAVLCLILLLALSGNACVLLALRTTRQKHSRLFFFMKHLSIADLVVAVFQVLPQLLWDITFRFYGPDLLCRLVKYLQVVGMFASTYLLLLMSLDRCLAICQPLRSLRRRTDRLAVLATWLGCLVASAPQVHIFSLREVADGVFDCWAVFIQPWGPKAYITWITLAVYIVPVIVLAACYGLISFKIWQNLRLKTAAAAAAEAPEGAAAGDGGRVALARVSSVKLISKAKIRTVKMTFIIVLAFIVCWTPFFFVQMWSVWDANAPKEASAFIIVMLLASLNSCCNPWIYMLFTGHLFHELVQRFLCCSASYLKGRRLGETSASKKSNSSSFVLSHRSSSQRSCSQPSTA
NALP1 inh: inhibitors of NALP1 inflammasome in yeast | S. cerevisiae NALP1/ASC/caspase-1 growth, X-gal OD620, 72 h | inhibition, % at 10 µM | actives 0.61% (n = 280,000); in the data active = inhibition mostly above about 24%, no sharp cut-off; inactive = mostly below about 32%; also: some compounds called inactive have numbers as strong as hits
MEKK2wt PB1 HTS: raises or lowers MEK5 binding to wildtype human MEKK2 PB1 domain. bead flow cytometry, Alexa488-MEK5 binding to MEKK2 WT; actives lie on both sides. binding response (% of control), % at 10 µM. actives 1.1% (n = 290,000); in the data active = binding response below about 67% or above about 130%
* = called active by the depositor; [ ] = remark or other dose.

Preview, 2 compounds:
CS(=O)(=O)N1CCN(c2ccc([N+](=O)[O-])cc2F)CC1 was read as MEKK2 mut-MEK5 -16, PfM18AAP inh -10, GPR7 antag -10, PHOSPHO1 block 16, MEKK3 PB1 HTS 75*[inhibitor], FID counter 0, OXTR ag 1.3, NALP1 inh 1 and MEKK2wt PB1 HTS 79.
Cc1noc(NS(=O)(=O)c2ccc(NC(=O)C34CC5CC(C3)CC(n3cnc(Br)n3)(C5)C4)cc2)c1C was read as MEKK2 mut-MEK5 1, PfM18AAP inh -2, GPR7 antag -3, PHOSPHO1 block -2, MEKK3 PB1 HTS 110, FID counter -31, OXTR ag 0.5, NALP1 inh 24 and MEKK2wt PB1 HTS 101.

All compounds of this part, from the first entry:
CS(=O)(=O)N1CCN(c2ccc([N+](=O)[O-])cc2F)CC1 was read as MEKK2 mut-MEK5 -16, PfM18AAP inh -10, GPR7 antag -10, PHOSPHO1 block 16, MEKK3 PB1 HTS 75*[inhibitor], FID counter 0, OXTR ag 1.3, NALP1 inh 1 and MEKK2wt PB1 HTS 79.
Cc1noc(NS(=O)(=O)c2ccc(NC(=O)C34CC5CC(C3)CC(n3cnc(Br)n3)(C5)C4)cc2)c1C was read as MEKK2 mut-MEK5 1, PfM18AAP inh -2, GPR7 antag -3, PHOSPHO1 block -2, MEKK3 PB1 HTS 110, FID counter -31, OXTR ag 0.5, NALP1 inh 24 and MEKK2wt PB1 HTS 101.
O=C1c2ccccc2C(=O)N1CSc1ncccn1 was read as MEKK2 mut-MEK5 -7, PfM18AAP inh 46*, GPR7 antag -5, PHOSPHO1 block -8, MEKK3 PB1 HTS 89, FID counter 0, OXTR ag 0.8, NALP1 inh -9 and MEKK2wt PB1 HTS 88.
COc1ccc(CN2CCc3ccc(NC(=O)CCc4ccccc4OC)cc3C2)c(O)c1 was read as MEKK2 mut-MEK5 4, PfM18AAP inh 6, GPR7 antag 19, PHOSPHO1 block 34, MEKK3 PB1 HTS 98, FID counter 10, OXTR ag 2.9, NALP1 inh 21 and MEKK2wt PB1 HTS 110.
`C=C(c1ccc(OCCO)cc1)c1ccc(OCCO)cc1` gave MEKK2 mut-MEK5 3, PfM18AAP inh 5, GPR7 antag -5, PHOSPHO1 block 10, MEKK3 PB1 HTS 100, FID counter -9, OXTR ag 1.5, NALP1 inh -8 and MEKK2wt PB1 HTS 100.
O=C(NCC(F)(F)F)N1CCOCC1 was read as MEKK2 mut-MEK5 12, PfM18AAP inh -6, GPR7 antag -5, PHOSPHO1 block 12, MEKK3 PB1 HTS 104, FID counter 1, OXTR ag 1.0, NALP1 inh 8 and MEKK2wt PB1 HTS 102.
`CCCn1nnc(NC(=O)C(C)Oc2ccc(Cl)cc2Cl)n1` (stereo unspecified) gave MEKK2 mut-MEK5 -4, PfM18AAP inh -5, GPR7 antag -12, PHOSPHO1 block 11, MEKK3 PB1 HTS 97, FID counter -11, OXTR ag 0.0, NALP1 inh -18 and MEKK2wt PB1 HTS 96.
`O=C(c1cc2ccccc2oc1=O)N(Cc1cccs1)CC1CCCO1` (stereo unspecified) gave MEKK2 mut-MEK5 -7, PfM18AAP inh 4, GPR7 antag -3, PHOSPHO1 block 50, MEKK3 PB1 HTS 102, FID counter -9, OXTR ag -0.5, NALP1 inh -5 and MEKK2wt PB1 HTS 92.
O=C(Cn1nnc(-c2ccccc2F)n1)Nc1cccc2ncccc12 was read as MEKK2 mut-MEK5 2, PfM18AAP inh -1, GPR7 antag -4, PHOSPHO1 block 11, MEKK3 PB1 HTS 101, FID counter -1, OXTR ag 4.5, NALP1 inh 5 and MEKK2wt PB1 HTS 105.
CCOC(=O)c1c(NC(=O)CSc2nnc(CN3CCOCC3)n2C)sc2c1CCCC2 was read as MEKK2 mut-MEK5 3, PfM18AAP inh 2, GPR7 antag -17, PHOSPHO1 block 0, MEKK3 PB1 HTS 103, FID counter -44, OXTR ag -2.1, NALP1 inh 18 and MEKK2wt PB1 HTS 104.
For O=C(COC(=O)c1ccccc1NC(=O)c1ccco1)NCCC1=CCCCC1 the results were MEKK2 mut-MEK5 1, PfM18AAP inh 2, GPR7 antag -4, PHOSPHO1 block -3, MEKK3 PB1 HTS 105, FID counter -22, OXTR ag -1.9, NALP1 inh -18 and MEKK2wt PB1 HTS 99.
Screening NNC(=O)c1[nH]c2ccccc2c1-c1ccccc1 returned MEKK2 mut-MEK5 2, PfM18AAP inh 4, GPR7 antag 18, PHOSPHO1 block 25, MEKK3 PB1 HTS 105, FID counter -17, OXTR ag -0.2, NALP1 inh 4 and MEKK2wt PB1 HTS 105.
CSc1nsc(SCC(=O)Nc2ccccn2)n1 was read as MEKK2 mut-MEK5 2, PfM18AAP inh -6, GPR7 antag -3, PHOSPHO1 block 2, MEKK3 PB1 HTS 101, FID counter 5, OXTR ag 0.9, NALP1 inh 22 and MEKK2wt PB1 HTS 96.
`Cn1nccc1CNC(=O)c1c(Cl)cnn1C` gave MEKK2 mut-MEK5 -3, PfM18AAP inh 1, GPR7 antag 0, PHOSPHO1 block -18, MEKK3 PB1 HTS 92, FID counter -5, OXTR ag 0.2, NALP1 inh 34 and MEKK2wt PB1 HTS 94.
For CC1(C(=O)N(c2ccccc2)C(C(=O)NC2CCCC2)c2ccccn2)CC(=O)N=C2C=CC=CN21 (stereo unspecified) the results were MEKK2 mut-MEK5 0, PfM18AAP inh -4, GPR7 antag -10, PHOSPHO1 block 4, MEKK3 PB1 HTS 100, FID counter -5, OXTR ag -0.8, NALP1 inh 12 and MEKK2wt PB1 HTS 104.
`N#Cc1ccc(-c2ccc3c(c2)OCO3)nc1SCC(=O)OCc1ccccc1` gave MEKK2 mut-MEK5 -2, PfM18AAP inh -17, GPR7 antag 0, PHOSPHO1 block -2, MEKK3 PB1 HTS 102, FID counter -9, OXTR ag -2.8, NALP1 inh 16 and MEKK2wt PB1 HTS 93.
`COc1ccc(CN2C=C3C(=O)C(C)(OC(=O)C4CCCC4)C(=O)C=C3C=C2c2ccsc2)cc1` (stereo unspecified) gave MEKK2 mut-MEK5 1, PHOSPHO1 block 4, MEKK3 PB1 HTS 102, OXTR ag -1.4, NALP1 inh -6 and MEKK2wt PB1 HTS 97.
Screening CCCCSCCCNC(=O)c1ccc(CS(=O)(=O)c2ccc(OC)cc2)o1 returned MEKK2 mut-MEK5 0, PfM18AAP inh -3, GPR7 antag 2, PHOSPHO1 block 42, MEKK3 PB1 HTS 102, FID counter -30, OXTR ag 0.2, NALP1 inh 23 and MEKK2wt PB1 HTS 106.
Screening CCOC(=O)c1c(C)[nH]c(C)c1S(=O)(=O)NCCN1CCN(c2cc(Cl)ccc2C)CC1 returned MEKK2 mut-MEK5 0, PfM18AAP inh 3, GPR7 antag 4, PHOSPHO1 block 12, MEKK3 PB1 HTS 103, FID counter 13, OXTR ag -2.5, NALP1 inh 10 and MEKK2wt PB1 HTS 106.
For COc1ccc(-n2c(N)c(Br)c(=O)[nH]c2=O)cc1 the results were MEKK2 mut-MEK5 1, PfM18AAP inh 3, GPR7 antag -7, PHOSPHO1 block -31, MEKK3 PB1 HTS 93, FID counter 1, OXTR ag 0.1, NALP1 inh -16 and MEKK2wt PB1 HTS 94.
`CN(Cc1cccs1)C(=O)CSc1nc(N)cc(N)n1` gave MEKK2 mut-MEK5 2, PfM18AAP inh 3, GPR7 antag -5, PHOSPHO1 block -32, MEKK3 PB1 HTS 95, FID counter -2, OXTR ag -0.2, NALP1 inh 8 and MEKK2wt PB1 HTS 89.
COc1ccc(N2C(=O)CC(SC(C)C)C2=O)cc1 (stereo unspecified) was read as MEKK2 mut-MEK5 0, PfM18AAP inh 6, GPR7 antag -6, PHOSPHO1 block 26, MEKK3 PB1 HTS 100, FID counter -4, OXTR ag -1.2, NALP1 inh 26 and MEKK2wt PB1 HTS 100.
For CCOC(=O)c1ccc(NC(=O)N2CCOCC2)cc1 the results were MEKK2 mut-MEK5 5, PfM18AAP inh 6, GPR7 antag -8, PHOSPHO1 block 7, MEKK3 PB1 HTS 105, FID counter -2, OXTR ag 0.0, NALP1 inh 6 and MEKK2wt PB1 HTS 107.
For Cc1cc(NC(=O)CC#N)n(-c2nc3ccccc3[nH]2)n1 the results were MEKK2 mut-MEK5 4, PfM18AAP inh 6, GPR7 antag -16, PHOSPHO1 block 19, MEKK3 PB1 HTS 100, FID counter -11, OXTR ag -1.3, NALP1 inh 4 and MEKK2wt PB1 HTS 97.
`CCOC(=O)C(C)Oc1cccc2c(=O)n(CC(=O)NCc3ccc(F)cc3)ccc12` (stereo unspecified) gave MEKK2 mut-MEK5 18, PfM18AAP inh -9, GPR7 antag 8, PHOSPHO1 block 22, MEKK3 PB1 HTS 120, FID counter -8, OXTR ag -0.3 and MEKK2wt PB1 HTS 117.
Screening CC(NCc1ccc2c(c1)OCO2)C(=O)NC1CCCc2ccccc21 (stereo unspecified) returned MEKK2 mut-MEK5 10, PfM18AAP inh 2, GPR7 antag 8, PHOSPHO1 block 15, MEKK3 PB1 HTS 104, FID counter 10, OXTR ag 4.5, NALP1 inh -16 and MEKK2wt PB1 HTS 103.
`CCS(=O)(=O)Nc1ccc(C2=NN(C(=O)c3ccco3)C(c3ccc(C)cc3)C2)cc1` (stereo unspecified) gave MEKK2 mut-MEK5 2, PfM18AAP inh 6, GPR7 antag -13, PHOSPHO1 block 3, MEKK3 PB1 HTS 103, FID counter -22, OXTR ag -0.9, NALP1 inh 11 and MEKK2wt PB1 HTS 99.
Screening Cc1ccc(C2(C(=O)N3CCC(n4nc(-c5ccccc5)oc4=O)CC3)CC2)cc1 returned MEKK2 mut-MEK5 2, PfM18AAP inh -3, GPR7 antag -12, PHOSPHO1 block 28, MEKK3 PB1 HTS 99, FID counter -57, OXTR ag -2.4, NALP1 inh 6 and MEKK2wt PB1 HTS 94.
Screening CCN(CC)CCNC(=O)c1cc2ccccc2nc1Cl returned MEKK2 mut-MEK5 -10, PfM18AAP inh 2, GPR7 antag -1, PHOSPHO1 block 44, MEKK3 PB1 HTS 102, FID counter 3, OXTR ag 0.5, NALP1 inh 13 and MEKK2wt PB1 HTS 96.
Screening O=C(Nc1ccccn1)N1CCOCC1 returned MEKK2 mut-MEK5 -4, PfM18AAP inh -16, GPR7 antag -2, PHOSPHO1 block -10, MEKK3 PB1 HTS 96, FID counter 2, OXTR ag -0.2, NALP1 inh -68 and MEKK2wt PB1 HTS 97.
`Cc1ccccc1N1CCN(Cc2nc(Cc3ccccc3)no2)CC1` gave MEKK2 mut-MEK5 9, PfM18AAP inh 4, GPR7 antag -1, PHOSPHO1 block 37, MEKK3 PB1 HTS 110, FID counter -18, OXTR ag -0.6, NALP1 inh 10 and MEKK2wt PB1 HTS 116.

Some of these compounds in order of count of non-hydrogen atoms, lowest first.
CSc1nsc(SCC(=O)Nc2ccccn2)n1 was read as MEKK2 mut-MEK5 2, PfM18AAP inh -6, GPR7 antag -3, PHOSPHO1 block 2, MEKK3 PB1 HTS 101, FID counter 5, OXTR ag 0.9, NALP1 inh 22 and MEKK2wt PB1 HTS 96.
For CCOC(=O)c1ccc(NC(=O)N2CCOCC2)cc1 the results were MEKK2 mut-MEK5 5, PfM18AAP inh 6, GPR7 antag -8, PHOSPHO1 block 7, MEKK3 PB1 HTS 105, FID counter -2, OXTR ag 0.0, NALP1 inh 6 and MEKK2wt PB1 HTS 107.
`CCS(=O)(=O)Nc1ccc(C2=NN(C(=O)c3ccco3)C(c3ccc(C)cc3)C2)cc1` (stereo unspecified) gave MEKK2 mut-MEK5 2, PfM18AAP inh 6, GPR7 antag -13, PHOSPHO1 block 3, MEKK3 PB1 HTS 103, FID counter -22, OXTR ag -0.9, NALP1 inh 11 and MEKK2wt PB1 HTS 99.
